AmpC inh detg = blocks E. coli AmpC beta-lactamase in detergent assay; 370,000 compounds, 0.041% hits; AmpC hydrolysis of nitrocefin, absorbance 480 nm, 0.01% Triton; AID 485294; P00811; Potency, µM (titrated, usually from 114 µM), for the others: top-dose activity change, negative = inhibition, usual class: inhibitors;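 also: potency is read from the fitted curve at half-maximal effect; 0% = no-compound wells and -100% = no-enzyme wells; nearly all actives have a fitted effect of over 25% in size; some results filed as inactive show a strong effect at the top dose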
Target sequence (P00811 whole entry, looked up): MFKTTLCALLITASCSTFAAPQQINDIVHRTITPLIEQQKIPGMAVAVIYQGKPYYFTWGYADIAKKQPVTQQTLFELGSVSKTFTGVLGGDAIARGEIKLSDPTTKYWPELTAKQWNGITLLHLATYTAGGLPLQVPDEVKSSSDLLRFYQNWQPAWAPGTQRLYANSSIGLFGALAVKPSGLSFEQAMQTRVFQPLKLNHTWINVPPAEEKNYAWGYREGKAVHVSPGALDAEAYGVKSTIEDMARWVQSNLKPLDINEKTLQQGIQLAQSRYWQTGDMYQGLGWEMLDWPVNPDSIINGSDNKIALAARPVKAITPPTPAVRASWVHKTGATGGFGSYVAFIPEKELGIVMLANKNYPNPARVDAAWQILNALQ
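20 mM phosphate pH 7.0 + 0.01% (detergent screen) or 0.0001% Triton X-100; 5.3 nM AmpC reagent; cpd preinc 15 min RT; nitrocefin (800 uM stock) to start; A480 q20 s × 4 min; Activity was normalised to no-enzyme and no-compound control wells.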
HCMV inh = inhibitors of human cytomegalovirus | HFF cells, HCMV-luciferase reporter, 72 h; stronger effect = lower value | 410,000 compounds, 4.5% hits | activity change, negative = inhibition, % at 57.5 µM; in the data active = activity change below about -60%; inconclusive = no clear call, values can overlap the other calls; inactive = above about -39%
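Luciferase read-out from HCMV-luciferase-infected HFFs (MOI 1 PFU/cell) 72 h post infection at 37C; compounds added after 16 h cell attachment; activity normalized between buffer-only basal and Salinomycin (10uM) inhibitor controls.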
Sm TGR block = blocks Schistosoma mansoni thioredoxin glutathione reductase; Q962Y6; purified TGR, DTNB reduction, TNB absorbance 405 nm; Potency, µM (highest dose often 114 µM), for inactives: at the highest dose activity change, negative = inhibition, actives largely listed as inhibitors; 360,000 compounds, 3% hits; also: potency is read from the fitted curve at half-maximal effect; nearly all actives have a fitted effect of over 60% in size
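TGR 20 nM + NADPH 100 uM (dispensed conc.), cpd preinc 15 min RT; start with NADPH (500 uM addition) then DTNB (15 mM addition). Kinetic TNB absorbance, 405 nm filter. Four-parameter Hill fit across titration.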
FBPA Giardia inh = Giardia lamblia aldolase inhibition. A8B2U2. 290,000 compounds, 0.71% hits. Potency, µM (series often up to 59.6 µM), for inactives: at the top dose activity, negative = inhibition, actives largely listed as inhibitors. purified Giardia FBPA; also: potency is read from the fitted curve at half-maximal effect; nearly all actives have a fitted effect of over 55% in size
Target sequence (A8B2U2 whole entry, looked up): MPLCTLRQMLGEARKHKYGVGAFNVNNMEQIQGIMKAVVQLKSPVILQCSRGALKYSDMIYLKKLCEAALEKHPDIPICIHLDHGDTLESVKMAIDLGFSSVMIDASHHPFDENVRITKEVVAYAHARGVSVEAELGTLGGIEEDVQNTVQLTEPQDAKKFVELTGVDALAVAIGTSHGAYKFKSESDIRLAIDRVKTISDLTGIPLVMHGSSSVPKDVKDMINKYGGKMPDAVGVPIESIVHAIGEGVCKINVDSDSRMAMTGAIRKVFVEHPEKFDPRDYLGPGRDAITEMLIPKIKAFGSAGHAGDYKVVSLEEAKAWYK
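40 nM FBPA preincubated 10 min at RT with compound (up to 57.5 uM final), then substrate plus GAPDH/TPI/NAD/arsenate coupling and diaphorase/resazurin added. Fluorescence read after 20 min at RT, 525/598 nm.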
HCV inhibitor = inhibitors of hepatitis C virus infection. Huh7.5.1 HCVcc-Cre infection, luciferase reporter, 44 h. 340,000 compounds, 3.4% hits. Potency, µM (top dose mostly 41.8 µM), inactives show top-dose activity change, negative = inhibition, usual class: inhibitors; also: potency is read from the fitted curve at half-maximal effect
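Cells seeded at 1,000/well and cultured 4 h, then compounds added followed by HCVcc-Cre virus (~0.5 moi). After 44 h further culture, luciferase substrate was added, plates held 15 min at room temperature, and luminescence read for 15 sec.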
AmpC no deterg = AmpC beta-lactamase inhibition without detergent; P00811; AmpC nitrocefin hydrolysis, absorbance 480 nm, 0.0001% Triton; Potency, µM (doses to about 57.1 µM), inactives show at the top dose activity change, negative = inhibition, most hits filed as inhibitors; 330,000 compounds, 0.52% hits; AID 485341;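 also: potency is read from the fitted curve at half-maximal effect; plate controls were no compound for no effect and no enzyme for full effect; nearly all actives have a fitted effect of over 20% in size; some results filed as inactive show a strong effect at the top dose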
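20 mM phosphate pH 7.0 + 0.01% (detergent screen) or 0.0001% Triton X-100; 5.3 nM AmpC reagent; cpd preinc 15 min RT; nitrocefin (800 uM stock) to start; A480 q20 s × 4 min; Activity was normalised to no-enzyme and no-compound control wells.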
The depositor's hits bear a star; & = joins results of further samples; [ ] = remark or other dose. Unless noted, calls follow the shape of the dose curve; as a rule, active = well fitted curve in the direction sought with a large enough effect; inconclusive = small, poorly fitted or top-dose-only effect, or another doubt; inactive = no such curve, though single readings can be large; an effect the other way counts as inactive or inconclusive. Unless noted, % is scaled to controls: 0 for no effect and ±100 for the full control effect. Outcome played no part in choosing rows. Share with any hit: about 9.9%.

Sample of the layout (3 entries):
For OCC1(Cc2cccc(C(F)(F)F)c2)CCN(Cc2cc3ccccc3o2)CC1 the results were AmpC inh detg 6%, HCMV inh -32, Sm TGR block 45%[activator], FBPA Giardia inh -4%, HCV inhibitor -26% and AmpC no deterg 164%[activator].
`O=c1[nH]c(=O)n(Cc2ccccc2)c(O)c1C=NCCN1CCOCC1` gave AmpC inh detg 13%, HCMV inh -15, Sm TGR block inconclusive, FBPA Giardia inh 5%, HCV inhibitor 8% and AmpC no deterg -23%.
CN1CCCN(C(=O)CC2(CC(=O)O)CCCC2)CC1 was read as AmpC inh detg 28µM*, HCMV inh 16, Sm TGR block 4%, FBPA Giardia inh -3%, HCV inhibitor 10% and AmpC no deterg -40%.

Results, from the start:
For OCC1(Cc2cccc(C(F)(F)F)c2)CCN(Cc2cc3ccccc3o2)CC1 the results were AmpC inh detg 6%, HCMV inh -32, Sm TGR block 45%[activator], FBPA Giardia inh -4%, HCV inhibitor -26% and AmpC no deterg 164%[activator].
`O=c1[nH]c(=O)n(Cc2ccccc2)c(O)c1C=NCCN1CCOCC1` gave AmpC inh detg 13%, HCMV inh -15, Sm TGR block inconclusive, FBPA Giardia inh 5%, HCV inhibitor 8% and AmpC no deterg -23%.
CN1CCCN(C(=O)CC2(CC(=O)O)CCCC2)CC1 was read as AmpC inh detg 28µM*, HCMV inh 16, Sm TGR block 4%, FBPA Giardia inh -3%, HCV inhibitor 10% and AmpC no deterg -40%.
`Cc1ccc(OCc2ccc([N+](=O)[O-])cc2)c([N+](=O)[O-])n1` gave AmpC inh detg 5%, HCMV inh 11, Sm TGR block 6%, HCV inhibitor -8% and AmpC no deterg 10%.
`O=C(Nc1ccc(F)c(F)c1)c1cc(S(=O)(=O)NC2CCCCCC2)ccc1F` gave AmpC inh detg 9%, HCMV inh inconclusive and Sm TGR block 5%.
For CCN1CCN(Cc2cc(Br)cc(Br)c2O)CC1 the results were AmpC inh detg -7%, HCMV inh 1, Sm TGR block -21%, FBPA Giardia inh 5%, HCV inhibitor inconclusive and AmpC no deterg 8%.
Screening CCN(CC)S(=O)(=O)c1ccc(N2CCOCC2)c(NS(=O)(=O)c2ccc(OC)cc2)c1 returned AmpC inh detg 1%, HCMV inh -28, Sm TGR block 3%, FBPA Giardia inh 3%, HCV inhibitor -16% and AmpC no deterg 15%.
For CC(C)c1ccccc1NC(=O)C(Cc1c[nH]c2ccccc12)NC(=O)OC(C)(C)C (stereo unspecified) the results were AmpC inh detg 3%, HCMV inh -22 and Sm TGR block 11%.
Screening O=C(NC1CCC(C(=O)O)CC1)OCc1ccccc1 (stereo unspecified) returned AmpC inh detg inconclusive, HCMV inh -25&48&9, Sm TGR block 2%&-1%, FBPA Giardia inh 4%&7%, HCV inhibitor 30%&10% and AmpC no deterg -12%&-17%.
Screening Cc1nc2nc(-c3ccco3)[nH]n2c(=O)c1C returned AmpC inh detg 3%, HCMV inh 69, Sm TGR block -22%, FBPA Giardia inh -16%, HCV inhibitor -7% and AmpC no deterg -9%.
Screening CC(Oc1ccc2oc(-c3ccccc3)c(C(=O)O)c2c1)C(=O)O (stereo unspecified) returned AmpC inh detg -11%, HCMV inh 32, Sm TGR block -3%, FBPA Giardia inh 14%, HCV inhibitor 21% and AmpC no deterg -15%.
For Cc1ccc(C(=O)C(C)OC(=O)Cn2[nH]c(=O)c3ccccc3c2=O)cc1C (stereo unspecified) the results were AmpC inh detg -1%, HCMV inh 16, Sm TGR block 4%, HCV inhibitor 2% and AmpC no deterg 22%.
For CC(NC(=O)c1ccc(Cn2c(=O)c3cccn3c3cccnc32)cc1)c1ccccc1 (stereo unspecified) the results were AmpC inh detg -10%, HCMV inh -16 and Sm TGR block -5%.
Screening Cc1cc(OCC(=O)NCCO)cc(C)c1Cl returned AmpC inh detg -15%, HCMV inh 17, Sm TGR block 18%[11.4 µM], FBPA Giardia inh 0%, HCV inhibitor inconclusive and AmpC no deterg -4%.
CCS(=O)(=O)CCSC(=N)N was read as AmpC inh detg 5%, HCMV inh 2, Sm TGR block -7%, FBPA Giardia inh -13%, HCV inhibitor 0% and AmpC no deterg -13%.
For O=C(NCCc1ccccc1)C(=S)N1CCCCC1 the results were AmpC inh detg 8%, HCMV inh 20, FBPA Giardia inh 4%, HCV inhibitor 10% and AmpC no deterg 1%.
`CC1CCc2sc(C(=O)NC3CCCCC3)cc2C1` (stereo unspecified) gave AmpC inh detg inconclusive, HCMV inh 8, Sm TGR block -15%, HCV inhibitor -15% and AmpC no deterg -37%.
For CCCC(c1nnnn1C(C)(C)CC)N(CCCO)Cc1cc2cc(C)cc(C)c2[nH]c1=O (stereo unspecified) the results were AmpC inh detg inconclusive, HCMV inh 29, Sm TGR block 9%, FBPA Giardia inh -21%, HCV inhibitor -20%&-16% and AmpC no deterg 123%[activator].
CCOC(=O)c1sc(NC(=S)NC(=O)C23CC4CC(CC(C4)C2)C3)cc1C was read as AmpC inh detg -1%, HCMV inh -14, Sm TGR block -6%, FBPA Giardia inh -26%, HCV inhibitor 26% and AmpC no deterg -18%.
`Cc1ccc(-n2nc(-c3ccccc3)c3cnc4cc5c(cc4c32)OCO5)cc1C` gave AmpC inh detg -6%, HCMV inh -14 and Sm TGR block -5%.
For CCC/C=N/NC(=O)c1cccc(Br)c1 the results were AmpC inh detg inconclusive, HCMV inh -37, Sm TGR block 13%, FBPA Giardia inh -6%, HCV inhibitor 32%[activator] and AmpC no deterg -31%.
For CCCN1Cc2cccc(C(=O)NCc3ccc(C)cc3)c2C1=O the results were AmpC inh detg -4%, HCMV inh -38, Sm TGR block -7%, FBPA Giardia inh -5%, HCV inhibitor -7% and AmpC no deterg 18%.
`O=C(CCc1nnc(CCC2CCCCC2)o1)NCCc1cccnc1` gave AmpC inh detg -4%, HCMV inh -1, Sm TGR block 7%, FBPA Giardia inh 3%, HCV inhibitor 8% and AmpC no deterg 30%.
For Cc1noc(/C=C/N(C)C)c1S(=O)(=O)N1CCCC(C(=O)Nc2ccccc2F)C1 (stereo unspecified) the results were AmpC inh detg -13%, HCMV inh -7, Sm TGR block -6%, FBPA Giardia inh 16%, HCV inhibitor 2% and AmpC no deterg 1%.
Cc1n[nH]c(=O)c2c(NC(=O)CSc3nc4ccccc4c(=O)n3C(C)C)oc(C)c12 was read as AmpC inh detg 1%, HCMV inh 14, Sm TGR block -6%, HCV inhibitor inconclusive and AmpC no deterg 17%.
Screening O=C(CCn1cnc2ccccc21)N=Nc1c(O)[nH]c2ccccc12 returned AmpC inh detg 2%, HCMV inh 19, Sm TGR block -16%, FBPA Giardia inh -2%, HCV inhibitor 10% and AmpC no deterg -26%.
For CC(=O)Nc1ccc(C)c([N+](=O)[O-])c1 the results were AmpC inh detg 4%, HCMV inh -13, Sm TGR block -3%, FBPA Giardia inh 1%, HCV inhibitor -1% and AmpC no deterg -6%.
For NS(=O)(=O)c1ccc(CCNC(=O)CSc2nc3ccsc3c(=O)n2CC2CCC(C(=O)O)CC2)cc1 (stereo unspecified) the results were AmpC inh detg inconclusive, HCMV inh 55, Sm TGR block 5%, FBPA Giardia inh 4%, HCV inhibitor 19% and AmpC no deterg -14%[11.4 µM].
`COc1ccc(C2c3[nH]c4ccccc4c3C[C@H]3C(=O)N(CC(C)C)CC(=O)N23)c(OC)c1` (stereo partly specified) gave AmpC inh detg -1%, HCMV inh -17, Sm TGR block 10%, FBPA Giardia inh 8%, HCV inhibitor 10% and AmpC no deterg 110%[activator].
Screening CC(C)Cc1nnc(NC(=O)c2cc(-c3ccccc3)nc3ccccc23)s1 returned AmpC inh detg -1%, HCMV inh -17, Sm TGR block 3%, HCV inhibitor 7% and AmpC no deterg -17%.
Cc1cc(C)c(C(=O)CN2CCOCC2)c(C)c1 was read as AmpC inh detg 3%, HCMV inh 8, Sm TGR block -25%, FBPA Giardia inh -8%, HCV inhibitor 14% and AmpC no deterg -5%.
Screening O=S1(=O)CC(N2CCCCC2)C(N2CCCCC2)C1 (stereo unspecified) returned AmpC inh detg -6%, HCMV inh -22, Sm TGR block 12%, FBPA Giardia inh 3%, HCV inhibitor -9% and AmpC no deterg -4%.
`COc1cccc(CN(C)C(=O)c2[nH]c(C)c(C(C)=O)c2C)c1OC` gave AmpC inh detg -3%, HCMV inh -33, Sm TGR block -23%, FBPA Giardia inh -3%, HCV inhibitor 11µM* and AmpC no deterg -2%.
`O=C(N/N=C/c1ccncc1)/C(=C/c1ccccc1)NC(=O)c1ccccc1` gave AmpC inh detg 3%, HCMV inh 13, Sm TGR block 7%, FBPA Giardia inh 0%, HCV inhibitor 0% and AmpC no deterg -11%.
`CCN(CC)c1ccc(-n2c(O)c(C=C3N=c4ccccc4=N3)sc2=S)cc1` gave AmpC inh detg -3%, HCMV inh 0, Sm TGR block 4%, FBPA Giardia inh 0%, HCV inhibitor -10% and AmpC no deterg -14%.
Screening Cc1csc(=N)n1-c1ccc(Cl)cc1 returned AmpC inh detg -5%, HCMV inh inconclusive, Sm TGR block 2%, FBPA Giardia inh -10%, HCV inhibitor -15% and AmpC no deterg -22%.
`COc1ccc(OC)c(CCNC(=O)c2ccc3c(c2)N(Cc2ccc(F)cc2)CCS3)c1` gave AmpC inh detg -11%, Sm TGR block 19%, FBPA Giardia inh -3%, HCV inhibitor inconclusive and AmpC no deterg -17%.
Fc1ccc(N2CCN(Cc3cnc(N4CCOCC4)s3)CC2)cc1 was read as AmpC inh detg inconclusive, HCMV inh -12, Sm TGR block 7%, FBPA Giardia inh 4%, HCV inhibitor 10% and AmpC no deterg 10%.
`COc1ccc(CNS(=O)(=O)c2ccc3c(c2)CC(C)N3C(=O)C2CC2)cc1` (stereo unspecified) gave AmpC inh detg -8%, HCMV inh inconclusive, Sm TGR block -8%, FBPA Giardia inh 7%, HCV inhibitor 22µM* and AmpC no deterg -13%.
Screening O=C(NCc1nc2ccccc2[nH]1)c1cc2ccccc2oc1=O returned AmpC inh detg -6%, HCMV inh 15, Sm TGR block 9%, FBPA Giardia inh 0%, HCV inhibitor 12% and AmpC no deterg -28%.
`Cc1nc(-c2noc(-c3ccc(Cl)cc3)n2)c(C(F)(F)F)o1` gave AmpC inh detg 4%, HCMV inh -2, Sm TGR block 1%, FBPA Giardia inh 8%, HCV inhibitor -2% and AmpC no deterg -16%.
`O=C(CC1SC(N2CCCC2)=NC1=O)Nc1ccc(C(=O)NCCc2ccc(F)cc2)cc1` (stereo unspecified) gave AmpC inh detg -7%, HCMV inh 38, Sm TGR block 1%, HCV inhibitor 7% and AmpC no deterg 27%.
`CCC(=O)Nc1ccc(C(=O)CSc2nnc(-c3ccc(NS(=O)(=O)CC)cc3)o2)cc1OC` gave AmpC inh detg -11%, HCMV inh -8, Sm TGR block -25%, FBPA Giardia inh 4%, HCV inhibitor -15% and AmpC no deterg -9%.
`O=P(Nc1ccccc1)(Nc1ccccc1)Oc1ccccc1` gave AmpC inh detg -7%, HCMV inh -17, Sm TGR block 6%, FBPA Giardia inh 8%, HCV inhibitor 1% and AmpC no deterg -3%.

From PubChem
